# Source: PubChem (National Center for Advancing Translational Sciences (NCATS))
# Peg3 imprint: genomic imprint erasure induction; mouse ES Peg3-LacZ reporter, beta-gal luminescence, 40 h; AID 1948; actives 0.02% (n = 110,000); Potency, µM (titrated, usually from 60.7 µM), for the others: at the highest dose activity change, positive = activation, most hits filed as activators;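 further: 0% = negative control wells on the plate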
#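 Readout: BetaGlo luminescence (5 min, room temp) for LacZ from the normally silent maternal Peg3 allele in female Peg3LacZ-Neo ES cells. Cells 300/well, 40 h, 37C, 5% CO2. Data normalized per plate to negative controls.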
# p53ts 39C tox: cytotoxicity in p53ts cells at nonpermissive temperature | Potency, µM (highest dose often 46.1 µM), for inactives: top-dose activity change, negative = cell killing, most hits filed as cytotoxic | actives 1.5% (n = 130,000) | H1299-p53A138V viability at 39C, ATP luminescence, 24 h; further: nearly all actives have a fitted effect of over 55% in size
# IkB signaling: suppresses IkB signaling in ABC-DLBCL reporter cells | Potency, µM (series often up to 57.1 µM), inactives show at the highest dose IkBa stabilization activation | actives 0.04% (n = 110,000) | ABC-DLBCL IkBa-CBG/CBR dual luciferase ratio, 4 h; response scale: scaled: untreated 0%, proteasome inhibitor 100%; active means well fitted curve in the direction sought with a large enough effect in the signal ratio, not every such curve was filed as active; inconclusive means small, poorly fitted or top-dose-only effect, or a change in a side signal; the % refers to the signal ratio;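 further: the direction sought is a rising ratio; 0% = basal untreated cells and 100% = reference inhibitor full response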
#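 Luminescence ratio of IκBα-fused green versus native red beetle luciferase in OCI-Ly3 cells, 4 h post-doxycycline with compound; red signal alone, scaled from basal (0%) to zero light (-100%), flagged nonspecific or cytotoxic effects.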
# p53ts 32C kill: kills p53ts cells at the permissive temperature; H1299-p53A138V at 32C, ATP luminescence viability, 24 h; Potency, µM (titrated, usually from 46.1 µM), inactives show at the highest dose activity change, negative = cytotoxicity, actives largely listed as cytotoxic; actives 0.93% (n = 130,000); AID 924;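 further: 0% = DMSO and -100% = full killing by reference compound; nearly all actives have a fitted effect of over 55% in size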
#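 Viability by ATPlite luminescence after 24 h compound treatment (up to 46 uM) at the permissive 32C. Cells are H1299 carrying p53 A138V. Scale runs from DMSO basal to 100 uM tamoxifen as full kill; AC50 from Hill fits.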
# * hit, by the source's call; ? = inconclusive; . = no result given; & = joins results of further samples; [ ] = another dose, or the depositor's remark. Unless noted, the call rests on the fitted dose curve; in most records, active means well fitted curve in the direction sought with a large enough effect; inconclusive means small, poorly fitted or top-dose-only effect, or another doubt; inactive means no such curve, though single readings can be large; an effect the other way counts as inactive or inconclusive. Unless noted, on the % scale 0 is the no-effect control and ±100 the full control effect; potency means the concentration at half of the fitted maximal effect. No enrichment for hits; 1.8% or so of the library scored in one or more.
SMILES,Peg3 imprint,p53ts 39C tox,IkB signaling,p53ts 32C kill
CCCn1c(C)cc(C(=O)COc2ncnc3sccc23)c1C,-14%,?,0.7%,?
CCOC(=O)CCN1C(=O)[C@H]2[C@H]3[C@H](O)[C@H](O)C/C(=N/OC/C=C(\C)CCC=C(C)C)[C@H]3CC[C@@H]2C1=O,.,4%[9.22 µM],.,-2%[9.22 µM]
Brc1ccc(-n2nc(-c3ccccc3)c3cnc4cc5c(cc4c32)OCO5)cc1,-12%[10.9 µM],14%,?,4%
Cc1ccc(C)c(N2CCN(S(=O)(=O)c3ccc4[nH]c5c(c4c3)CCCCC5)CC2)c1,-3%[10.9 µM],-2%,7.0%,6%
COc1ccc(OC)c(S(=O)(=O)N(C)CC(=O)Nc2ccccc2OC)c1,-14%,7%,-2.2%,-1%
COc1cccc(C(=O)NCC(=O)OCc2cc(=O)n3nc(C)sc3n2)c1,-13%[10.9 µM],-24%,0.3%,8%
Fc1ccc(Br)cc1C1C=C(c2ccc(Br)cc2)Nc2nnnn21 (configuration not stated),-15%[10.9 µM],-18%,?,16%
O=C(c1cc2ccccc2oc1=O)N(Cc1cccs1)Cc1ccccc1Cl,.,3%,.,-9%
CC(=O)c1cccc(NC(=O)Cn2c(=O)c(CNc3ccc(C)cc3)cc3cc4c(cc32)OCCO4)c1,7%[10.9 µM],-17%,0.8%,-5%
OCCN1CCN(CC(O)COCc2ccc3c(c2)OCO3)CC1 (configuration not stated),.,17%,.,-3%
Cc1ccccc1Cn1c2ccccc2c2cnn(CC(=O)NC3CCCCCC3)c(=O)c21,7%[10.9 µM],-14%,?,-7%
COc1ccccc1NC(=O)N1CCN(c2nnc(C)c3c(C)n(-c4ccc(Cl)cc4)nc23)CC1,-15%[10.9 µM],-13%,-0.2%,2%
O=C(CSc1nnc(-c2ccccc2)o1)N1CCOCC1,-4%,15%,-0.4%,-2%
COc1ccc(CNC(=O)CN(c2ccc(C(C)C)cc2)S(=O)(=O)c2c(C)nn(C)c2C)cc1,-8%[10.9 µM],18%,?,8%
CC1CCC(C(C)(C)O)CC2=C1CCC2C (configuration not stated),6%,10%,.,-1%
CCOC(=O)N1CCN(S(=O)(=O)c2ccc(F)c(C(=O)Nc3cccc(C)c3C)c2)CC1,-25%,4%,0.3%,-1%
COc1cc(Nc2nc(SCc3ccccc3F)nc3ccccc23)cc(OC)c1,6%[10.9 µM],-22%,1.0%,-11%
Cn1c(=O)[nH]c(=O)c2c1nc(SCC(O)CO)n2Cc1ccccc1Cl (configuration not stated),-11%,-9%,1.4%,2%
CCn1nc(C(=O)N2CCN(Cc3ccc4c(c3)OCO4)CC2)c2ccccc2c1=O,-13%,1%,-0.7%,-5%
COc1ccc(OC)c2sc(N3CCN(C(=O)C(C)(C)C)CC3)nc12,-8%[10.9 µM],7.9µM*,-2.5%,16µM*
Cc1ccc2oc(C(=O)Nc3ccc(S(=O)(=O)N4CCCC(C)C4)cc3)cc(=O)c2c1 (configuration not stated),-9%[10.9 µM],1%,?,4%
Cc1ccc(S(=O)(=O)N[C@H]2COC(=O)CC=C[C@@H](C)[C@H]3C=C[C@H](O)[C@@H](COC(=O)CC=C[C@H]2C)O3)cc1,.,5%&-2%[9.22 µM],.,12%&1%[9.22 µM]
O=C(O)CCc1n[nH]c(=S)[nH]c1=O,3%,1%,2.6%,-6%
S=c1[nH]nc(-c2ccc(Br)cc2)n1Cc1ccco1,0%,13%,-1.4%,-8%
COCCNC(=O)CN(c1ccc(OC)c(OC)c1)S(=O)(=O)c1ccc(C)cc1,.,-5%,.,5%
CC1CCC(NC(=O)Cn2ncc3c4ccccc4n(Cc4ccc(F)cc4)c3c2=O)CC1 (configuration not stated),2%[10.9 µM],-13%,1.3%,-4%
COc1ccc(OC)c(NC(=O)c2cc(S(=O)(=O)NCc3ccco3)ccc2F)c1,-13%,-7%,1.5%,0%
CCOc1ccccc1Oc1ccc(C(F)(F)F)cn1,6%,5%,1.0%,0%
CCc1ccc(-c2cc(C)no2)cc1S(=O)(=O)Nc1cc(OC)c(OC)c(OC)c1,-5%[10.9 µM],8%,?,-3%
CCOc1ccc(CNC(=O)c2ccc3c(c2)N(Cc2ccccc2)CCS3)cc1,-11%[10.9 µM],-1%,2.7%,20%

# 2 entries from above, with each value named:
> COc1ccc(OC)c(NC(=O)c2cc(S(=O)(=O)NCc3ccco3)ccc2F)c1
  Peg3 imprint = -13%
  p53ts 39C tox = -7%
  IkB signaling = 1.5%
  p53ts 32C kill = 0%
> CC1CCC(NC(=O)Cn2ncc3c4ccccc4n(Cc4ccc(F)cc4)c3c2=O)CC1 (configuration not stated)
  Peg3 imprint = 2%[10.9 µM]
  p53ts 39C tox = -13%
  IkB signaling = 1.3%
  p53ts 32C kill = -4%

# Carrying on.
SMILES,Peg3 imprint,p53ts 39C tox,IkB signaling,p53ts 32C kill
COc1ccc(OC)c(NC(=O)CN2C(=O)c3ccccc3Sc3ccc(C(=O)N4CCCC4)cc32)c1,-10%[10.9 µM],24%,-2.5%,4%
CCOC(=O)c1c(N)nn(C(=O)C(C)(C)C)c1-c1ccccc1,5%,11%,-1.5%,6%
CCOc1ccc(NC(=O)CSc2nnc(-c3ccoc3C)n2CC2CCCO2)cc1 (configuration not stated),.,-2%,.,7%
CN(C)S(=O)(=O)c1ccc(C(=O)OCC(=O)NC(=O)NCc2ccccc2)cc1,-12%,-5%,0.8%,1%
COc1ccc(-n2c(C)c(C(C)=O)c3cc(OC(=O)c4ccc(C)cc4)ccc32)cc1,-11%[10.9 µM],38%[activator],?,14%
Cc1ccc(Cc2nc3ccccc3nc2SCC(=O)N2CCCCC2C)cc1 (configuration not stated),-6%[10.9 µM],0%,?,20%
CCOC(=O)c1c(C)n(-c2ccccc2)c2ccc(OC(=O)c3cccc(C)c3)cc12,-5%[10.9 µM],-11%,0.4%,4%
Cc1ccc(CNC(=O)c2nnn(-c3cccc(C)c3)c2N)cc1,-20%,-21%,?,-10%
COc1ccccc1C(=O)c1cn(CC(=O)Nc2ccccc2F)c2nc(C)ccc2c1=O,-2%[10.9 µM],7%,-2.1%,5%
CCOC(=O)Cn1c(=O)oc2cc(S(=O)(=O)N3CCN(c4ccc(F)cc4)CC3)ccc21,-3%[10.9 µM],1%,1.2%,14%
O=C(Nc1c2c(nn1-c1ccc(Cl)cc1)CS(=O)(=O)C2)c1ccc2c(c1)OCO2,-2%,5%,2.0%,6%
CCc1ccccc1NC(=O)Cc1cn(C)c2ccccc12,6%[10.9 µM],-13%,5.2%,-4%
O=C(Nc1ccccn1)NC1CCS(=O)(=O)C1 (configuration not stated),4%,14%,-0.9%,2%
CCNc1ncc2nc(-c3ccc(Cl)cc3)c(=O)n(Cc3cccs3)c2n1,11%,-8%,-5.1%[11.4 µM],-21%
COc1cc(Nc2nn(-c3ccc(OC(F)(F)F)cc3)nc2C(C)=O)cc(OC)c1,-11%[10.9 µM],-14%,0.9%,-2%
CN(C)c1ccc(CNC(=O)CCCN2C(=O)CCn3nc(-c4cn(C)c5ccccc45)cc32)cc1,-8%[10.9 µM],-13%,3.9%,5%
O=C(Cn1cnc2c(nnn2Cc2ccccc2)c1=O)NCC1CCCO1 (configuration not stated),9%,0%,3.9%,7%
Cc1noc(C)c1C(=O)N1CCC2(CCCN(c3ccccc3)C2)CC1,.,-9%,-0.3%[11.4 µM],7%
c1coc(-c2nc3ccccc3nc2-c2ccco2)c1,-16%,-24%,3.8%,-10%
Cc1cc(C)cc(NS(=O)(=O)c2ccc3[nH]cc(C(=O)N(C)Cc4ccccc4)c(=O)c3c2)c1,-9%[10.9 µM],?,?,10%

# Seven structures from above, arranged by heavy-atom count, smallest number first.
SMILES,Peg3 imprint,p53ts 39C tox,IkB signaling,p53ts 32C kill
S=c1[nH]nc(-c2ccc(Br)cc2)n1Cc1ccco1,0%,13%,-1.4%,-8%
CCOc1ccccc1Oc1ccc(C(F)(F)F)cn1,6%,5%,1.0%,0%
O=C(CSc1nnc(-c2ccccc2)o1)N1CCOCC1,-4%,15%,-0.4%,-2%
COc1ccc(OC)c2sc(N3CCN(C(=O)C(C)(C)C)CC3)nc12,-8%[10.9 µM],7.9µM*,-2.5%,16µM*
CN(C)S(=O)(=O)c1ccc(C(=O)OCC(=O)NC(=O)NCc2ccccc2)cc1,-12%,-5%,0.8%,1%
CCn1nc(C(=O)N2CCN(Cc3ccc4c(c3)OCO4)CC2)c2ccccc2c1=O,-13%,1%,-0.7%,-5%
COc1ccccc1C(=O)c1cn(CC(=O)Nc2ccccc2F)c2nc(C)ccc2c1=O,-2%[10.9 µM],7%,-2.1%,5%

# More structures.
SMILES,Peg3 imprint,p53ts 39C tox,IkB signaling,p53ts 32C kill
CN(Cc1ccco1)c1ccnc(-c2cccc(NS(C)(=O)=O)c2)n1,-8%,?,0.8%[11.4 µM],-26%
Cc1ccc(Cl)cc1NC(=O)CN1C(=O)C(C)(C)c2cc(S(=O)(=O)N3CCCCC3)ccc21,-7%[10.9 µM],-9%,0.9%,-5%
CCOC(=O)N1CCN(S(=O)(=O)c2ccc3[nH]cc(C(=O)O)c(=O)c3c2)CC1,1%,-13%,1.7%,-7%
Cc1nc(-c2ccccc2)sc1CCNS(=O)(=O)c1ccc(Br)cc1,2%[10.9 µM],-19%,?,-1%
COCCCNC(=O)CN(c1ccc(Cl)c(Cl)c1)S(C)(=O)=O,.,-1%,.,4%
CCCS(=O)(=O)N1CCCC(C(=O)NCCCN2CCN(c3cccc(Cl)c3)CC2)C1 (configuration not stated),-8%,-26%,3.5%,-13%
O=C(O)c1ccc(NS(=O)(=O)c2cccc3nsnc23)cc1,.,-6%,-1.1%,-9%
COc1ccc(OC)c(S(=O)(=O)NCc2csc(-c3ccccc3)n2)c1,-13%,6%,1.6%,17%
COC(=O)CN(Cc1ccccc1)S(=O)(=O)c1ccc(OC)c(OC)c1,.,-2%,.,-2%
Clc1ccc(OCc2nn3c(-c4ccccc4)nnc3s2)c(Cl)c1,3%,14%,1.2%,3%
CCOC(=O)c1cnc2cc(-c3ccc(OCC)cc3)nn2c1-c1ccccc1,-10%[10.9 µM],-7%,-2.0%,6%
COc1ccc(C(=O)NCC(=O)OC2CCCCC2=O)cc1 (configuration not stated),-4%,5%,1.2%,-1%
N#CCCCSc1nnc(-c2ccccn2)o1,-5%,-17%,-0.7%,-22%
O=C(c1ccc(Cn2cc(Br)cn2)cc1)N1CCN(c2ccccc2)CC1,-20%,-24%,?,-9%
NS(=O)(=O)c1ccc(NS(=O)(=O)c2cccs2)cc1,7%,6%,1.9%,12%
CCOc1ccc(NC(=O)c2oc3ccccc3c2NC(=O)c2cc3ccccc3o2)cc1,-8%[10.9 µM],-17%,?,-9%
O=C(NC1CCCCC1)C1CCCN1S(=O)(=O)c1cccc2nsnc12 (configuration not stated),-10%,0%,-1.0%,3%
CCCCOc1ccc(-c2ncc(Cl)cn2)cc1,-9%,-3%,-0.5%,-17%
COc1ccc(Cn2c(C(=O)O)c(CNCCc3cccs3)c3ccc(OC)cc32)cc1,-6%[10.9 µM],-19%,4.0%,-1%
CCOc1ccc(CN2C(=O)c3ccccc3Sc3ccc(C(=O)NC)cc32)cc1,17%[10.9 µM],-6%,?,18%
CCC(C(=O)Nc1ccccc1C(=O)OC)n1c(C)c2cnn(-c3ccccc3)c(=O)c2c1C (configuration not stated),-5%[10.9 µM],13%,?,13%
COc1ccccc1N1CCN(CCN2C(=O)c3ccccc3C(C)(C)C2=O)CC1,-17%,-8%,?,4%
CCC(C)NC(=O)C1CCN(S(=O)(=O)c2cccc3cccnc23)CC1 (configuration not stated),-3%,-1%,2.2%,5%
FC(F)(F)c1cccc(N2CCN(c3ccc4nnc(-c5ccccc5)n4n3)CC2)c1,.,-4%,.,-21%
COc1cc2cc(CN(CCCO)S(=O)(=O)c3ccccc3Cl)c(=O)[nH]c2cc1OC,1%,5%,0.2%,0%
O=C(COC(=O)c1cccnc1)c1ccc(Cl)cc1,-6%,-4%,-1.3%,0%
CCS(=O)(=O)c1ccccc1C(=O)N(Cc1cccnc1)c1nc2cc(C)c(C)cc2s1,-6%[10.9 µM],-5%,-4.0%,14%
Cc1cccc(NC(=O)c2cc(S(=O)(=O)N3CCN(c4ccccc4F)CC3)ccc2F)c1C,-12%[10.9 µM],-16%,-0.5%,0%
CCOc1ccc(NC(=O)Cn2nnc(C(=O)NCCc3ccccc3)c2N)cc1,-6%[10.9 µM],?,-0.8%,-17%
